# Compound activity: PubChem, several laboratories
# Salmonella PhoP GFP – inhibitors of PhoP regulon expression, primary screen, Salmonella Typhimurium, GFP reporter (AID 1863); inhibition, % at 50 µM; hits with a dose series show IC50 in µM; S. Typhimurium PhoP-regulated promoter GFP reporter, 4 h; higher % means a stronger effect; hit rate 0.16% among 300,000;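 active means inhibition over 29.93%, a cutoff 3 SD above the screen mean, later confirmed by dose response; inconclusive means inhibition over 29.93% but no dose response follow-up; inactive means inhibition at most 29.93% or unconfirmed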;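 further: 0% = low Mg2+ inducing control and 100% = high Mg2+ repressing control; strong numbers were not always called active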
# NTR1 ag – agonists of NTR1, primary screen, imaging, U2OS cells, beta-arrestin-GFP, high content (AID 493036); Neurotensin receptor type 1 (Homo sapiens), P30989; NTR1-U2OS beta-arrestin-GFP spot imaging, agonist mode; activation, % at 20 µM; hit rate 0.17% among 330,000;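 active means activation at or above 40% of the spot to cytoplasm intensity ratio, with at least 20 cells analyzed; inconclusive means wells under 20 cells, flagged as cytotoxic or low count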;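 further: 0% = DMSO without peptide and 100% = 100 nM NTR1 peptide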
# Target sequence (P30989 whole entry, looked up): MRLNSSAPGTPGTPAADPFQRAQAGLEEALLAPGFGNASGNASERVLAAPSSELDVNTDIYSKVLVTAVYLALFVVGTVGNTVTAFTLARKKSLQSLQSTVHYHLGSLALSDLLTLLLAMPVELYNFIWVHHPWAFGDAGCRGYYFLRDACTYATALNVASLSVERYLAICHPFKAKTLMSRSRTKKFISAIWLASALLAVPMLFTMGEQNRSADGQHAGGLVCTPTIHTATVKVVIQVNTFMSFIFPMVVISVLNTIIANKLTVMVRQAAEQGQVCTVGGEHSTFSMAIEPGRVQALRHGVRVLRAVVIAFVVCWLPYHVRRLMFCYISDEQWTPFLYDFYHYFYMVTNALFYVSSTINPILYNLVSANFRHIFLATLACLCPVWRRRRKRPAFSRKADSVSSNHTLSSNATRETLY
# RSV CPE inhibition – RSV antiviral activity via CPE protection, HEp-2 cells, primary 10 µM value included (AID 2391); HEp-2 cells, RSV-induced CPE inhibition; higher % means a stronger effect; one-dose CPE inhibition, % at 10 µM; IC50 in µM for titrated hits; hit rate 0.13% among 310,000; in the data active means a potency from the dose series; inconclusive means CPE inhibition mostly from about 23% at the one dose, without a potency; inactive means the rest, 99 in 100 with CPE inhibition below about 21%; further: strong numbers were not always called active
# TNAP activators – human TNAP enzyme activators, primary screen, biochemical, luminescent, no phosphate acceptor, uHTS (AID 1001) | Alkaline phosphatase, tissue-nonspecific isozyme (Homo sapiens) | purified TNAP, luminescent activation assay, no phosphate acceptor; higher activation fold means a stronger effect | activation fold at 20 µM; hits with a dose series show EC50 in µM | hit rate 0.03% among 200,000; in the data active means activation fold from about 3, or a potency from the dose series; inactive means the rest, 99 in 100 with activation fold below about 1.6; further: many of its hits are not listed in these tables
# K1F lysis inhibition – inhibition of K1F phage lysis, E. coli UTI89, bacterial capsule biogenesis inhibitors, alamar blue (AID 488966). E. coli UTI89 K1F phage lysis, alamar blue, 2 h; higher % means a stronger effect. inhibition, % at 100 µM; hits with a dose series show IC50 in µM. hit rate 0.02% among 340,000;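 active means phage lysis inhibition, versus mean bacterial control, above a set limit; inconclusive means no clear call, values can overlap the other calls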;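 further: capsule biogenesis inhibitors block K1F phage lysis so surviving cells raise fluorescence; higher fluorescence means more inhibition of phage lysis; actives were called in the ten point dose series up to 300 µM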
# T cell HTS – modulators of CD8 T cell-vesicle binding, primary screen, mouse 2C CD8+ T cells, flow cytometry. 2C CD8+ T cell-vesicle binding; active compounds read low. calls only at 7 µM. hit rate 0.068% among 330,000. AID 2052, 2009;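 active means response, share of CD8 T cells binding vesicles, and their 90th percentile fluorescence all below set limits, cut at about 80% in these data, passing the limit was not always enough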
#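 Assay system – 2C mouse CD8+ T cells · Also added – QL9-loaded Drosophila micro-vesicles · Timing – Cell–vesicle co-incubation 1.5 h at 37 °C, staining 20 min on ice · Signal – flow cytometry of vesicle-bound cells · Measure – percent CD8+ FL2 mean versus row control · Controls – Peptide-free naked vesicles (low) and QL9 vesicles with 0.7% DMSO vehicle (high)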
# Rac1 GTP hydrolysis – MgcRacGAP GTPase-activating activity inhibitors, confirmation, biochemical, ADP Hunter fluorescence | Rac GTPase-activating protein 1 (Homo sapiens) | MgcRacGAP-stimulated Rac1 GTP hydrolysis, ADP Hunter fluorescence; higher % means a stronger effect; GST-tagged Rac1 F28L mutant substrate | inhibition, % at 30 µM, or IC50 in µM where a hit was titrated | hit rate 0.6% among 340,000;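 active means first-screen hits whose inhibition reached a set limit at any dose in the follow-up dose series; inconclusive means inhibition above the set first-screen limit but never retested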;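 further: fluorescence reports GDP produced by GAP-driven GTP hydrolysis; strong numbers were not always called active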
# Large T inhibition – SV40 large T antigen inhibitors, biochemical (AID 1903); inhibition, % at 20 µM, or IC50 in µM where a hit was titrated; SV40 large T antigen ATPase/helicase inhibition assay; higher % means a stronger effect; hit rate 0.39% among 310,000; in the data active means a potency from the dose series; inconclusive means inhibition mostly from about 32% at the one dose, without a potency; inactive means the rest, 99 in 100 with inhibition below about 32%; further: strong numbers were not always called active
# Myeloid diff 2 – induction of myeloid progenitor differentiation, primary screen, cell-based, flow cytometry, MLPCN library; ER-HoxA9 myeloid progenitors, lysozyme-GFP differentiation; calls only at 10 µM; hit rate 1% among 360,000; AID 624256, 2012;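 active means normalized GFP-positive differentiation at or above the plate's own cutoff, the solvent-only control mean plus 3 SD; inconclusive means no clear call, values can overlap the other calls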;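 further: cells exposed to compound for four days before flow analysis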
# T cell HTS vesicle-bound % – recorded beside T cell HTS, whose call it bears; double positive events, %; measured here: CD8+ vesicle-bound cell fraction;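 binding gate set so that unloaded-vesicle control wells show 10% double positive cells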
# NTR1 ag cell count 20 µM – also measured in NTR1 ag; calls as there; cell count; measured here: cell count, cytotoxicity flag
# Myeloid diff 2 GFP+ MAC1+ % – second read-out of Myeloid diff 2, no call of its own (marks repeat the call); GFP+ MAC1+ double positive, %; measured here: differentiation confirmed by MAC1 staining
# Active calls of the source: *; i = inactive; ? = inconclusive; nt = no result given; [ ] = remark or other dose.
SMILES,Salmonella PhoP GFP,NTR1 ag,NTR1 ag cell count 20 µM,RSV CPE inhibition,TNAP activators,K1F lysis inhibition,T cell HTS,T cell HTS vesicle-bound %,Rac1 GTP hydrolysis,Large T inhibition,Myeloid diff 2,Myeloid diff 2 GFP+ MAC1+ %
COc1ccccc1C(=O)Nc1ccc(C2=NNC(=O)CC2C)cc1 (centres undefined),-4%,2.1,79,1.5%,1.1,2.8%[50 µM],i,36,5%,20%,i,0.5
COc1ccc(NC(=O)c2c(C)oc3c2CCCC3)cc1,-2%,0.1,44,3.5%,1.1,0.1%,i,25,7%,1%,i,3.5
Cc1cccc(CSCCNC(=O)c2ccc(CN3CCOCC3)cc2)c1,-10%,0.2,50,8.4%,1.1,3.4%,i,37,5%,9%,i,0.2
Cc1ccc(C(CNS(=O)(=O)c2ccc(Cl)cc2)N2CCN(C)CC2)cc1 (centres undefined),-3%,0.2,64,-3.2%,nt,2.4%[50 µM],i,51,2%,22%,i,0.8
COc1ccc(-c2oc(=O)n(C)c2-c2ccc(OC)cc2)cc1,0%,0.4,119,-0.3%,nt,0.3%,i,66,3%,-6%,i,0.8
CCOc1ccc(N2C(=O)Nc3ccccc3C2(O)C(=O)NCc2ccc(OC)cc2)cc1 (centres undefined),-4%,-1.1,61,3.1%,1.1,0.2%,i,44,-5%,1%,nt,nt
COCCCNc1nc(N)c([N+](=O)[O-])c(NCc2ccccc2)n1,9%,-0.9,74,-0.3%,nt,0.4%[50 µM],i,7,9%,0%,i,0.4
Cc1c(/C=C2\SC(=Nc3cccc(C(=O)O)c3)NC2=O)c2ccccc2n1C,-8%,-0.1,55,0.0%,nt,0.4%,i,23,13%,14%,i,0.5
CC(=O)C[C@H](O)CC(=O)[C@H]1OC(=O)[C@@H](C)CCCCc2ccccc21,nt,-0.3,62,nt,nt,0.2%,i,15,2%,nt,i,0.3
Cc1nn(CCC(=O)N2CCN(S(=O)(=O)c3ccccc3)CC2)c(C)c1C,5%,-0.4,50,1.1%,nt,0.4%,i,23,2%,6%,nt,nt
O=C(O)CN1C(=O)/C(=C\c2cc([N+](=O)[O-])ccc2OCc2ccccc2Cl)SC1=S,4%,3.2,53,4.3%,nt,-0.4%,i,25,17%,76%,i,0.5
COc1ccccc1NS(=O)(=O)c1cc(N/C(=N\S(=O)(=O)c2ccccc2)c2ccc(F)cc2)ccc1Cl,-7%,0.5,78,5.7%,1,0.5%,i,58,5%,-5%,i,0.2
Cc1cc2c(C)cc(=O)oc2c2c1NCCC2,-2%,1.3,88,0.4%,1.3,5.4%,i,49,12%,6%,i,0.4
CC(=O)c1ccc(N2CCN(CC(=O)Nc3ccccc3N3CCOCC3)CC2)cc1,-5%,2.6,59,8.8%,1.1,-0.2%,i,42,-10%,7%,i,1.0
CCN(CC)c1cc(C)c2ccccc2n1,-2%,-0.3,90,1.4%,1.1,0.4%,i,35,1%,13%,i,1.3
CC(=O)c1ccc(S(=O)(=O)N(C)CC(=O)Nc2cc(C)on2)cc1,nt,0.2,56,nt,nt,1.3%[50 µM],nt,nt,-1%,nt,i,0.8
Cc1ccccc1NS(=O)(=O)c1nnc(NC(=O)C(C)C)s1,-1%,-0.4,57,1.6%,nt,0.4%,i,64,9%,5%,i,0.6
COC(=O)C1=C(C)N(c2ccc(C)cc2)/C(=C/c2ccc(O)cc2)C1=O,5%,5.8,91,2.6%,0.8,0.0%,i,48,9%,12%,i,0.0
O=C(NN=C1CCCC1)c1ccccc1OCCOc1ccccc1,7%,2.2,37,6.5%,1.1,-0.2%,i,17,11%,7%,i,0.8
O=[N+]([O-])c1ccc(S(=O)(=O)N2CCN=C2SCc2ccc(F)cc2)cc1,6%,3.2,55,0.3%,nt,2.1%[50 µM],i,20,7%,13%,i,0.0
CCCCn1c(Nc2ccccc2)nc2ccccc21,-1%,3.1,74,2.1%,1.1,0.9%,i,48,6%,7%,i,2.6
CC1CC(=O)Nc2ccccc2N1C(=O)COc1ccc2ccccc2c1 (centres undefined),nt,0.0,62,nt,nt,-1.3%,i,52,13%,nt,i,1.4
C=CCSc1nc(N)c(NC(=O)c2ccco2)c(=O)[nH]1,nt,4.5,46,1.9%,nt,1.0%,i,25,-3%,50%,i,3.9
CCCNC(=O)NC(=O)CSc1nc2ccccc2n1CC(C)C,-2%,1.2,46,5.3%,1.2,-3.2%,i,52,4%,12%,i,8.5
Cc1cc(CSc2ccccc2)ccc1NC(=O)COc1ccccc1C,-6%,2.6,88,1.0%,1.1,0.3%,i,60,9%,1%,i,0.3
# Continuation:
SMILES,Salmonella PhoP GFP,NTR1 ag,NTR1 ag cell count 20 µM,RSV CPE inhibition,TNAP activators,K1F lysis inhibition,T cell HTS,T cell HTS vesicle-bound %,Rac1 GTP hydrolysis,Large T inhibition,Myeloid diff 2,Myeloid diff 2 GFP+ MAC1+ %
CCOc1ccccc1CN1C(=O)c2ccccc2C1C(=O)NCC1CCCO1 (centres undefined),3%,0.1,61,0.6%,1.1,0.0%,i,38,9%,11%,i,0.9
O=C(O)CCCn1cc(NC(=O)c2sc3ccccc3c2Cl)cn1,-5%,-0.3,68,2.4%,nt,0.1%,i,9,5%,16%,i,1.3
CC(NC(=O)CN1CCN(S(=O)(=O)c2ccc(Br)cc2)CC1)c1ccccc1 (centres undefined),1%,-0.4,48,2.9%,nt,0.5%[50 µM],i,36,7%,6%,i,1.0
CCC(C)n1c(-c2cccc(S(=O)(=O)N(CC)CC)c2)n[nH]c1=S (centres undefined),-11%,1.2,46,1.5%,1.2,-0.3%,i,2,-8%,21%,i,0.3
O=C(N/N=C/c1ccc([N+](=O)[O-])o1)c1ccccc1-n1cccc1,1%,0.1,49,0.2%,nt,-2.7%,i,38,7%,19%,nt,nt
Cc1ncoc1C(=O)Nc1nccs1,3%,2.9,52,0.2%,1,-0.3%,i,10,6%,15%,i,6.4
CCNC(=S)N/N=C/c1ccc(C(=O)O)cc1,-4%,1.2,63,-1.6%,1.1,-0.1%,i,22,1%,2%,i,0.5
CCOc1ccc(S(=O)(=O)Nc2cccc(-c3ccc(N4CCCCCC4)nn3)c2)cc1,-2%,4.2,71,21%,nt,0.5%,i,30,15%,7%,i,3.1
COc1cc(-c2[nH]ncc2CN2CCc3sccc3C2)cc(OC)c1OC,-3%,-1.1,65,-0.3%,1.1,0.3%,i,22,10%,22%,i,0.3
COCC1CCN(Cc2nc(-c3ccc(OC)cc3)no2)CC1,-3%,1.6,68,2.3%,1.1,0.2%,i,6,4%,5%,i,0.2
CC(=O)Oc1ccc(-c2csnn2)cc1,3%,-1.7,54,1.8%,1.1,1.0%,i,44,12%,31%,i,0.7
Cc1cccc(OCCOC(=O)C2CCN(S(=O)(=O)c3ccc(C)c(C)c3)CC2)c1,5%,1.5,53,1.6%,nt,0.1%,i,7,4%,11%,i,0.0
CC(=O)Nc1c(C)nn(-c2ccc(C)c(C)c2)c1C,3%,0.9,89,1.4%,1.1,-0.1%,i,15,5%,7%,i,1.0
Cc1nnc(SCC(=O)Nc2ccccc2F)n(N)c1=O,-5%,1.5,59,2.9%,nt,-0.3%,i,8,4%,-2%,i,0.3
CCS(=O)(=O)Nc1ccc(C2=NN(C(C)=O)C(c3cccs3)C2)cc1 (centres undefined),-3%,-0.9,66,0.3%,1,0.1%,i,26,14%,6%,i,0.8
COc1ccc(S(=O)(=O)NC(CC(=O)NCC2CCCO2)c2ccco2)cc1 (centres undefined),6%,0.9,66,-0.5%,1.1,0.2%,i,42,3%,2%,i,0.9
CCCn1c(N)c(C(=O)CSc2nnc(N)s2)c(=O)[nH]c1=O,nt,0.5,84,2.9%,nt,0.3%[50 µM],i,36,5%,nt,i,0.6
CN(c1ccc(C(=O)NC2CC3CCC2C3)cc1)S(C)(=O)=O (centres undefined),-4%,-1.8,56,0.1%,1.1,0.3%,i,33,8%,-5%,i,1.9
Cc1cccc(-n2c(C)cc(/C=N/NC(N)=S)c2C)c1,?,1.8,57,3.1%,1.1,0.7%[50 µM],i,52,6%,11%,i,1.5
COc1ccc(Cl)cc1NC(=O)c1[nH]nc(OC)c1[N+](=O)[O-],-5%,0.0,89,2.9%,1.1,-0.1%,i,26,10%,5%,i,0.1
CCOc1ccc2oc(C(=O)NNC(=O)c3csc(N4CCOCC4)n3)c(C)c2c1,7%,-0.2,58,1.6%,nt,0.4%,i,34,5%,28%,i,0.6
CCC(=O)N1CCC2(CC1)Oc1ccc(Cl)cc1C(=O)C21CC(c2cccnc2)=NO1 (centres undefined),2%,-0.3,58,0.1%,nt,3.9%,i,56,-7%,5%,i,0.7
CCOC(=O)C1CCCc2c1[nH]c1c(C(N)=O)cccc21 (centres undefined),-12%,-0.3,48,2.5%,1.1,-0.7%,i,38,-10%,2%,i,0.8
COc1ccc(-c2cc(=O)c3cc(C)ccc3[nH]2)cc1,0%,-0.9,92,3.2%,1.1,0.3%,i,4,5%,9%,i,1.5

# Given with values under each structure: entries from further up
# Under each structure – Salmonella PhoP GFP	NTR1 ag	NTR1 ag cell count 20 µM	RSV CPE inhibition	TNAP activators	K1F lysis inhibition	T cell HTS	T cell HTS vesicle-bound %	Rac1 GTP hydrolysis	Large T inhibition	Myeloid diff 2	Myeloid diff 2 GFP+ MAC1+ %
CCOc1ccc(S(=O)(=O)Nc2cccc(-c3ccc(N4CCCCCC4)nn3)c2)cc1
→ -2%	4.2	71	21%	nt	0.5%	i	30	15%	7%	i	3.1
COc1cc(-c2[nH]ncc2CN2CCc3sccc3C2)cc(OC)c1OC
→ -3%	-1.1	65	-0.3%	1.1	0.3%	i	22	10%	22%	i	0.3

# Single values from the list.
# `CCOC(=O)C1CCCc2c1[nH]c1c(C(N)=O)cccc21` (centres undefined) @ NTR1 ag cell count 20 µM: 48
# `CN(c1ccc(C(=O)NC2CC3CCC2C3)cc1)S(C)(=O)=O` (centres undefined) @ RSV CPE inhibition: 0.1%
# `COc1ccc(S(=O)(=O)NC(CC(=O)NCC2CCCO2)c2ccco2)cc1` (centres undefined) @ NTR1 ag: 0.9
